From PubChem BioAssay
M5 antag = human M5 muscarinic receptor antagonists, primary screen, CHO cells, Fluo-8 calcium fluorescence. CHO-hM5 cells, ACh EC80. 360,000 tested, 0.59% active. inhibition, % at 3 µM. Muscarinic acetylcholine receptor M5 (Homo sapiens), P08912;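 active = inhibition above a per-plate cutoff, the mean of that plate's test compounds plus 3 SD, cut at about 27% in these data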;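 also: 0% = acetylcholine EC80 with DMSO and 100% = DMSO without agonist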
Target sequence (P08912 whole entry, looked up): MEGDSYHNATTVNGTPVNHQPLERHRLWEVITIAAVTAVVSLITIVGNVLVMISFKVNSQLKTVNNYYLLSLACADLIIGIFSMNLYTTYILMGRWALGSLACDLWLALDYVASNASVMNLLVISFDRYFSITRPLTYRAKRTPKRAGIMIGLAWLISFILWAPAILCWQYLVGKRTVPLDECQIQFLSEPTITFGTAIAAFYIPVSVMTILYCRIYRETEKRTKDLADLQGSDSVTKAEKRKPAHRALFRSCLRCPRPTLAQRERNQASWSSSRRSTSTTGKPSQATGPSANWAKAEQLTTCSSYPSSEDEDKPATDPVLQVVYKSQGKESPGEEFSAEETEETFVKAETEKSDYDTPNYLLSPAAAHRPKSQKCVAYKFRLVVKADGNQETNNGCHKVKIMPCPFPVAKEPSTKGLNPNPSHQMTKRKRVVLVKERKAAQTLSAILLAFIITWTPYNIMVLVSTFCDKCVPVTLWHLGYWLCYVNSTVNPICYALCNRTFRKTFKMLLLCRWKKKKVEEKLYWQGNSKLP
CHRM4 agonist = human M4 muscarinic receptor agonists, primary screen, CHO-K1 cells, Fluo-8 calcium fluorescence; Muscarinic acetylcholine receptor M4 (Homo sapiens), P08173; CHO-K1 hM4/Gqi5; vehicle 0%, full acetylcholine response 100%; activation, % at 3 µM; 360,000 tested, 0.14% active; AID 624127, 2012;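 active = activation above the run mean over all test wells plus 3 SD, cut at about 32% in these data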;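 also: peak over basal fluorescence ratio per well then scaled between controls; 0% = DMSO wells and 100% = acetylcholine at EC100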
Target sequence (P08173 whole entry, looked up): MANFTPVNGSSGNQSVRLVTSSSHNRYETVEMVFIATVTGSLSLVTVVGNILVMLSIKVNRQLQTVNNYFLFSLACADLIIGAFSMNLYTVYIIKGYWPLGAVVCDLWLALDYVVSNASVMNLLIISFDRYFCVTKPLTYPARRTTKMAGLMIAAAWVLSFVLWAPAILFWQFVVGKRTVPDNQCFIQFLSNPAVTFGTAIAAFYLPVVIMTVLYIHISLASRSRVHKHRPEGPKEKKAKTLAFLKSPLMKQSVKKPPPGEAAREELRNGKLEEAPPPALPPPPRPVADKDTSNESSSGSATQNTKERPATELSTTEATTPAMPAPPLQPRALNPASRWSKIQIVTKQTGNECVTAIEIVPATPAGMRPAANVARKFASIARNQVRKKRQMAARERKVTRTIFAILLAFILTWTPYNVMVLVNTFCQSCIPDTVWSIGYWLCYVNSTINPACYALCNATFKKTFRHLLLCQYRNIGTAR
M4 PAM = human M4 muscarinic receptor positive allosteric modulators, primary screen, CHO-K1 cells, Fluo-8 calcium fluorescence; AID 624126, 2012; Muscarinic acetylcholine receptor M4 (Homo sapiens), P08173; activation, % at 3 µM; 360,000 tested, 0.4% active; CHO-K1 hM4/Gqi5, ACh EC20; 0% = ACh EC20, 100% = maximal ACh;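 active = activation above its plate's cutoff, the mean activation of sample wells plus 3 SD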; also: some results filed as inactive read as strong as hits
CHO-K1 Ca antag = counter-screen for M1 antagonists: effect in parental CHO-K1 cells. ATP-induced calcium, Fluo-8 fluorescence. inhibition, % at 3 µM. 360,000 tested, 0.6% active;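 active = inhibition above a per-plate cutoff, the plate's mean sample inhibition plus 3 SD, cut at about 24% in these data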;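 also: 0% = DMSO plus EC80 ATP and 100% = DMSO alone without ATP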
CHRM5 agonist = human M5 muscarinic receptor agonists, primary screen, CHO-K1 cells, Fluo-8 calcium fluorescence | Muscarinic acetylcholine receptor M5 (Homo sapiens), P08912 | CHO-K1 hM5 cells; 0% DMSO wells, 100% maximal acetylcholine response | activation, % at 3 µM | 360,000 tested, 0.19% active | AID 624037, 2012;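 active = activation above the run's mean over test compounds plus 3 SD, cut at about 23% in these data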;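 also: signal is peak over basal fluorescence ratio across the kinetic read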
CHO-K1 Ca ag = counter-screen for M1 agonists: effect in parental CHO-K1 cells | Fluo-8 calcium fluorescence; scaled to maximal ATP response, vehicle zero | activation, % at 3 µM | 360,000 tested, 0.48% active | AID 602248, 2012; in the data active = activation above about 15%;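 also: untransfected CHO-K1 host cells lacking M1 receptor as counterscreen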
CHRM5 PAM = human M5 muscarinic receptor positive allosteric modulators, primary screen, CHO-K1 cells, Fluo-8 calcium fluorescence. Muscarinic acetylcholine receptor M5 (Homo sapiens), P08912. CHO-K1 hM5, ACh EC20 PAM; 0% = ACh EC20, 100% = ACh EC100. activation, % at 3 µM. 360,000 tested, 0.3% active. AID 624038, 2012;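 active = activation above the run cutoff, the mean activation of all test compounds plus 3 SD, cut at about 18% in these data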
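Replicates: One well per compound, no replicates | System: Human M5 receptor in CHO-K1 cells | Benchmarks: Low control EC20 acetylcholine (0%), high control EC100 acetylcholine (100%) | Probe or stimulus: Acetylcholine, EC20 level | Times: Fluo-8 loading 80 min at 37 °C plus 30 min room temperature | Signal: Intracellular calcium via Fluo-8 fluorescence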
CHRM4 antagonist = human M4 muscarinic receptor antagonists, primary screen, CHO cells, Fluo-8 calcium fluorescence; CHO-hM4 cells, ACh EC80; inhibition, % at 3 µM; 360,000 tested, 0.73% active; Muscarinic acetylcholine receptor M4 (Homo sapiens), P08173;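 active = inhibition above its plate's cutoff, the mean inhibition of sample wells plus 3 SD, cut at about 27% in these data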;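 also: 0% = acetylcholine EC80 with DMSO and 100% = DMSO without agonist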
M1 PAM parental = nonselective calcium activators in parental CHO-K1 cells, primary screen, counter-screen for M1 PAM project, cell-based, Fluo-8 calcium fluorescence, full deck, 1536-well; 360,000 tested, 0.02% active; AID 602247, 2012; ATP EC20; 0% at ATP EC20, 100% at ATP max; activation, % at 3 µM;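 active = activation above the run cutoff, the mean activation of all test compounds plus 3 SD, cut at about 40% in these data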;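 also: peak over basal fluorescence ratio in a 140 s read after ATP addition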
The depositor's hits bear a star.

Start of the data: the first 5 entries, ahead of the listing:
SMILES	M5 antag	CHRM4 agonist	M4 PAM	CHO-K1 Ca antag	CHRM5 agonist	CHO-K1 Ca ag	CHRM5 PAM	CHRM4 antagonist	M1 PAM parental
O=C(CCS(=O)(=O)c1ccccc1)Nc1ccc(S(=O)(=O)Nc2ncccn2)cc1	3	1	-7	-10	-2	0.5	4	12	5
COc1ccc(N2CCN(C(=O)c3ccc4c(=O)n(CC5CCCO5)c(=O)[nH]c4c3)CC2)cc1 (centres undefined)	-6	1	-2	-2	-1	0.0	1	3	12
Cc1ccc(OCCC(=O)OCC(=O)c2ccc3c(c2)NC(=O)CO3)cc1	-2	6	12	-11	3	6.3	4	-6	-5
c1ccc(CN2CCN(Cc3c[nH]c4ccccc34)CC2)cc1	7	4	-5	-11	1	1.1	-2	0	-10
O=c1c(-c2ccco2)[n+]([O-])c2ccccc2n1OCc1ccccn1	4	1	-1	-3	-3	0.4	0	11	10

The list itself, from the start:
SMILES	M5 antag	CHRM4 agonist	M4 PAM	CHO-K1 Ca antag	CHRM5 agonist	CHO-K1 Ca ag	CHRM5 PAM	CHRM4 antagonist	M1 PAM parental
O=C(CCS(=O)(=O)c1ccccc1)Nc1ccc(S(=O)(=O)Nc2ncccn2)cc1	3	1	-7	-10	-2	0.5	4	12	5
COc1ccc(N2CCN(C(=O)c3ccc4c(=O)n(CC5CCCO5)c(=O)[nH]c4c3)CC2)cc1 (centres undefined)	-6	1	-2	-2	-1	0.0	1	3	12
Cc1ccc(OCCC(=O)OCC(=O)c2ccc3c(c2)NC(=O)CO3)cc1	-2	6	12	-11	3	6.3	4	-6	-5
c1ccc(CN2CCN(Cc3c[nH]c4ccccc34)CC2)cc1	7	4	-5	-11	1	1.1	-2	0	-10
O=c1c(-c2ccco2)[n+]([O-])c2ccccc2n1OCc1ccccn1	4	1	-1	-3	-3	0.4	0	11	10
Cc1ccc(S(=O)(=O)NC(=O)Nc2cccc([N+](=O)[O-])c2)cc1	1	1	7	-12	-3	0.2	7	-6	5
O=C(NC(=S)N1CCN(c2ccccn2)CC1)c1ccco1	2	0	-2	-8	-3	0.9	-1	-3	26
CCC(CCC(=O)Nc1ccc(S(N)(=O)=O)cc1)C(=O)O (centres undefined)	6	0	-4	-2	0	0.3	-3	11	13
Cc1ccc(C2=NN(C(=O)CNCCO)C(c3cccs3)C2)cc1 (centres undefined)	1	0	-2	-9	-6	1.5	1	1	24
Cn1c(NC(=O)c2ccccc2)c(-c2cccs2)c(=O)c2ccccc21	-1	3	-7	-9	4	0.5	1	-4	7
CC(C)c1ccc(NS(=O)(=O)c2cn(C)c(=O)n(C)c2=O)cc1	11	21	-7	4	5	6.1	-11	-5	6
COc1cccc(C(=O)NNC2=C(C(=O)C(F)(F)F)CCC2)c1	5	3	-2	-20	1	1.5	-4	1	31
CCOC(=O)N1CCN(S(=O)(=O)c2ccc(C(=O)NNc3nc4c(C)cc(C)cc4s3)cc2)CC1	-3	4	9	-13	3	0.9	3	-10	16
CSc1nncc(/C(C)=N\Nc2ccccc2C)n1	-1	0	-3	-8	-3	-0.2	5	0	18
O=C(CSc1nc2ccccc2c(=O)n1CC1CCCO1)NCC1CCCO1 (centres undefined)	1	1	1	-5	-3	0.4	-3	1	19
COCCN(C(=O)COC(=O)c1cccc2ccccc12)c1c(N)n(Cc2ccccc2)c(=O)[nH]c1=O	6	1	2	7	1	0.1	2	5	-1
O=C(Cc1ccccc1)NNC(=O)C1CC=CCC1 (centres undefined)	7	1	-4	-5	-4	0.3	1	-11	10
OCCN1CCOCCOCCN(CCO)CCN(CCO)CC1	-4	0	-3	-3	-3	-0.2	2	-4	11
CCn1c(=O)n(CC)c2cc(S(=O)(=O)N3CCOCC3)ccc21	3	2	4	-3	-1	0.8	0	-2	20
Cc1cccc(NC(=O)CCS(=O)(=O)c2ccc3c(c2)oc(=O)n3C)c1	9	2	0	-8	-4	0.8	3	-5	-12
Cc1ccccc1Nc1c(N)c(=O)oc2ccccc12	0	2	-6	-2	-4	1.4	-16	2	3
O=C(COc1ccc(Cl)cc1Cl)NC(=O)NC1CCCC1	-4	-2	8	14	-1	-0.5	0	-5	-25
CCOC(=O)C1CCCN(S(=O)(=O)c2cc3[nH]c(=O)c(=O)[nH]c3cc2C)C1 (centres undefined)	-3	1	1	-6	-1	0.5	1	-11	20
Cc1ccc(Cn2nnc3c(=O)[nH]c(C4CCN(S(=O)(=O)c5ccccc5)CC4)nc32)cc1	12	-1	-23	-10	-3	0.4	-2	21	12
COc1cccc(C(O)c2nccn2Cc2ccccc2)c1OC (centres undefined)	10	0	-3	-5	-1	1.7	-4	2	-6
CCOC(=O)c1cc(CC)sc1/N=C/C1=C(O)CC(C)(C)CC1=O	0	-1	8	3	-3	-0.8	-3	13	0
CCOc1ccccc1C(=O)OCC(=O)NCC1CCCCC1	-6	-3	-9	-1	-5	1.0	2	42*	2
CCCc1cc(=O)[nH]c(SCC(=O)Nc2cc(S(=O)(=O)N3CCCCC3)ccc2C)n1	5	0	3	-12	1	-0.5	0	-7	5
O=c1c(-c2ccc3c(c2)OCCO3)c(C(F)(F)F)oc2cc(O)cc(O)c12	-3	4	-4	-1	-2	4.6	1	-8	13
CC(OC(=O)c1cc2sccc2n1C)C(=O)NCC1CCCO1 (centres undefined)	6	1	1	7	1	0.8	-7	-2	-12

Limited to CHRM4 agonist (three entries from above):
Compound,CHRM4 agonist
COCCN(C(=O)COC(=O)c1cccc2ccccc12)c1c(N)n(Cc2ccccc2)c(=O)[nH]c1=O,1
CCCc1cc(=O)[nH]c(SCC(=O)Nc2cc(S(=O)(=O)N3CCCCC3)ccc2C)n1,0
CCOC(=O)c1cc(CC)sc1/N=C/C1=C(O)CC(C)(C)CC1=O,-1

(further entries)
SMILES	M5 antag	CHRM4 agonist	M4 PAM	CHO-K1 Ca antag	CHRM5 agonist	CHO-K1 Ca ag	CHRM5 PAM	CHRM4 antagonist	M1 PAM parental
Nc1nc(SCC(=O)NN(c2ccccc2)c2ccccc2)n[nH]1	0	1	5	0	-1	-0.5	2	-1	12
O=C(COC(=O)/C=C/c1ccccc1)NCCNC(=O)COC(=O)/C=C/c1ccccc1	5	1	-1	-3	0	0.3	-4	2	-12
CCCCc1cc(=O)oc2c(CN3CCN(C)CC3)c(O)ccc12	11	11	-10	7	-1	5.1	-9	7	3
COC(=O)c1ccc2c(c1)N(Cc1ccccc1F)C(=O)c1ccccc1S2=O (centres undefined)	4	2	-4	-3	-3	0.5	-9	-1	16
CC(NC(=O)Cc1ccc(F)cc1)c1ccccc1 (centres undefined)	7	1	1	-9	-8	-0.1	2	-3	17
CCCCCCOc1ccc(NC(=O)CC2C(=O)N(CC)C(=S)N2Cc2ccco2)cc1 (centres undefined)	-10	0	-8	-6	1	0.3	9	19	17
CCOc1ccccc1C(=O)OCC(=O)Nc1ccc(N2CCCCC2)cc1	4	0	-2	2	0	-0.3	-4	8	3
COC(=O)c1c(C)[nH]c(C(=O)/C=C/c2cccc(Cl)c2)c1C	-7	2	4	-4	1	0.6	1	1	9
O=C(NC1CCCCC1)C(c1ccncc1)N(C(=O)Cn1nnc(-c2cccs2)n1)C1CCCC1 (centres undefined)	0	1	5	-13	-2	-0.1	6	-4	8
Cc1ccc(N(Cc2ccc(C(=O)Nc3ccccc3C(=O)NCc3ccco3)cc2)S(C)(=O)=O)cc1C	26	15	-28	4	4	5.6	-22	40*	7
CCS(=O)(=O)Nc1c(C(=O)OC)[nH]c2ccccc12	-6	0	0	9	-2	0.1	1	13	-5
COc1ccc(-c2nnc(SCC(=O)NCc3cccs3)n2C(C)C)cc1	-3	1	-2	-16	-4	1.1	-4	11	22
CCOC(=O)N1CCN(C(=O)c2ccc3c(c2)N(Cc2ccc(C)cc2)CCS3)CC1	-2	4	4	-16	3	1.0	1	-8	21
Cc1cc(C)n(CC(=O)Nc2ccc(N3CCOCC3)c(Cl)c2)c(=O)c1C#N	-13	1	-3	-8	-1	0.8	2	-8	-18
CCCCN(C(=O)c1ccccc1Br)C1CCS(=O)(=O)C1 (centres undefined)	6	1	-1	-3	-3	4.2	0	1	10
COc1cccc(-n2ccnc2SCC(=O)Nc2ccccc2)c1	-7	2	5	-4	-6	0.3	1	-21	3
COC(/C=C/Nc1ccc(Br)cc1)=C(C#N)C#N	-2	1	1	-16	2	0.2	-2	2	3
COc1cc(C2OC(c3cc(OC)c(OC)c(OC)c3)C(C)C2C)cc(OC)c1OC (centres undefined)	6	0	9	1	-1	0.7	0	-1	14
COc1cccc(NS(=O)(=O)c2cc3c(cc2C)NC(=O)CO3)c1	-1	5	0	-3	2	1.3	-1	-8	-5
O=C(NCCO)NC(=S)c1ccccc1	-4	1	4	3	-2	0.3	-2	-13	16
CC(C)(C)OC(=O)NCCCCCNC(=O)c1[nH]cnc1C(=O)NC1CCN(C(=O)OC(C)(C)C)CC1	15	22	-5	-13	3	6.0	-29	-2	10
N#C/C(=C\c1ccc(-c2ccc([N+](=O)[O-])cc2Br)o1)C(=O)N1CCN(c2ccccc2)CC1	2	1	3	19	2	-0.1	-3	0	15
COc1ccc([N+](=O)[O-])cc1NC(=O)c1ccco1	-7	1	4	-3	1	-0.1	-8	-3	13
O=C(CCNC(=O)c1ccc([N+](=O)[O-])cc1)NCCc1ccc(Cl)cc1	6	2	2	-18	-1	2.3	0	-5	9
CC1N(C)c2cc(NC(=O)c3ccco3)ccc2C1(C)C (centres undefined)	1	27	-13	1	2	5.4	-2	5	3

Rows were taken by chance (roughly 2.7% active in at least one column).
